OX1R FRET antag = OX1R (human) antagonism; 330,000 tested, 1.8% active; OX1R-expressing cells, FRET antagonist read-out; O43613; AID 485270; inhibition, % at 6.6 µM; in the data active = inhibition mostly above about 38%, no sharp cut-off; inactive = mostly below about 40%;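 also: 0% = agonist challenge alone and 100% = reference antagonist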
Target sequence (O43613 whole entry, looked up): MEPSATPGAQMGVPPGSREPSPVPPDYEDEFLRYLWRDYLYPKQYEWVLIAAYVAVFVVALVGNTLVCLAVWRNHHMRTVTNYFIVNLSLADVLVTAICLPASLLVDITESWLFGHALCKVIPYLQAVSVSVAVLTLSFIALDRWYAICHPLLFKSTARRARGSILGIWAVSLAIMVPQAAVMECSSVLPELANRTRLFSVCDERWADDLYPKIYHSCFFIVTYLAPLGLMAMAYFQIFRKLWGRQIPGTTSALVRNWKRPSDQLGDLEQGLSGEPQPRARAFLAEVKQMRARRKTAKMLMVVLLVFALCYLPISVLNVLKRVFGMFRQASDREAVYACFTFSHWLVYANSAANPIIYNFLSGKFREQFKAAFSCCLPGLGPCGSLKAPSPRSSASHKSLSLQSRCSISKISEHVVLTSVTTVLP
STK33 kinase inh = inhibitors of human STK33 kinase | Q9BYT3 | inhibition, % at 10 µM | 320,000 tested, 0.073% active | AID 2661 | purified STK33, MBP phosphorylation, ADP-Glo luminescence;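 active = inhibition at or above 25%, using the most active replicate where run in duplicate; inactive = inhibition below 25%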
Target sequence (Q9BYT3 whole entry, looked up): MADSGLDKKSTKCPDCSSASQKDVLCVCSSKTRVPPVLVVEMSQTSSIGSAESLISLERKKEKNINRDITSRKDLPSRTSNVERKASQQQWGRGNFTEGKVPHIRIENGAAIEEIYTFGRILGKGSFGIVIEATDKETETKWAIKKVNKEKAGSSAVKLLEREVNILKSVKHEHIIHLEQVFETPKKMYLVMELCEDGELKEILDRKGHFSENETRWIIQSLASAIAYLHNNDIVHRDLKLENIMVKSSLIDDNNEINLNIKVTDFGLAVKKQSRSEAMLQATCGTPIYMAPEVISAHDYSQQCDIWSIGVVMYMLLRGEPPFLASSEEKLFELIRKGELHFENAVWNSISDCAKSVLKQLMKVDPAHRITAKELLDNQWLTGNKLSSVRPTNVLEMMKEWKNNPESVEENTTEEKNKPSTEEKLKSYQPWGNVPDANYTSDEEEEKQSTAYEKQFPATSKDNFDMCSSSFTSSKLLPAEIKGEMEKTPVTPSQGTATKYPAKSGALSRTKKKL
KCNQ2 inh = KCNQ2 potassium channel inhibitors, primary screen, cell-based, CHO-K1, FluxOR thallium flux, B-score (AID 2156). 20 min; hits give low values. 310,000 tested, 1.1% active. B-score at 10 µM;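 active = fluorescence ratio B-score at most minus 3 library SDs, with starting brightness B-score within 2 library SDs, cut at about -5.5 in these data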
* = called active by the depositor; i = inactive; . = not tested or not shown.

SMILES	OX1R FRET antag	STK33 kinase inh	KCNQ2 inh
Cc1ccc(S(=O)(=O)N(C)c2ccc(OCC(=O)NCC3(N(C)C)CCCCC3)cc2)cc1	15	-0.8	i
N#Cc1ccc(COC(=O)C2CCC(=O)N2)cc1 (stereo not drawn)	0	-0.4	i
O=C(CN1C(=O)NC2(CCOc3ccccc32)C1=O)c1ccc(F)cc1 (stereo not drawn)	16	-0.1	i
CC(C)(C)NC(=O)C(c1ccco1)N(Cc1ccc2c(c1)OCO2)C(=O)Cn1nnc2ccccc21 (stereo not drawn)	27	-1.3	i
Nc1nc(-c2cccnc2)nc2sc3c(c12)CCCC3	70*	-1.0	i
O=C(CN1CCN(Cc2ccccc2)CC1)N1CCCc2ccccc21	-1	-1.6	i
CCOC(=O)N1CCN(C(=O)CNC(=O)c2nn(-c3ccc(OC)c(OC)c3)c(=O)c3ccccc23)CC1	8	-0.2	i
Cc1cccc(OCc2nnc(SCC(=O)N3CCN(C(=O)c4ccco4)CC3)n2C)c1C	8	-2.9	i
Cc1ccccc1-n1nnnc1SCC(=O)NCC1(N2CCOCC2)CCCCC1	1	-0.3	.
Cc1cc(C)n2nc(SCc3cc(=O)oc4cc(O)ccc34)nc2n1	22	-17	i
O=C(O)CSc1nc2ccc(Cl)cc2[nH]1	11	0.8	i
CC(Oc1ccc(Br)cc1)C(=O)Nn1c(=S)[nH]c2ncccc2c1=O (stereo not drawn)	-2	1.1	i
Cc1nnc(SCCN2CCOCC2)n1-c1cccc(Cl)c1	15	0.6	i
COc1ccc(/C=N/NC(=O)CNC(=O)COc2ccccc2)cc1	-7	-1.0	i
COc1ccc(/C=C/c2ccccc2)cc1[C@H]1[C@H]2C=CC[C@@H](C)[C@@H]2C(=O)N1Cc1ccccc1	26	1.0	i
Cc1ccc(Cl)cc1OCC(=O)NCCOC(=O)Nc1sc(=S)n(C)c1C	17	-0.5	i
CC(C)(C)[C@H]1COC(=O)[C@@H](Cc2ccc(F)cc2)C/C=C\C[C@@H](CC(=O)N[C@@H](CO)Cc2ccccc2)C(=O)N1	62*	-1.0	.
Cc1ccc(CN2CCNC(=O)C2CC(=O)NCC(F)(F)F)o1 (stereo not drawn)	26	0.7	i
O=C1CCCN1CCCNS(=O)(=O)c1ccc(F)c(F)c1	3	-0.4	i
COc1ccc(C(=O)N2CCc3cc4c(cc3C2C)OCCCO4)cc1 (stereo not drawn)	21	1.7	i
Cc1c(C(c2ccc(Br)cc2)c2c(C)n(C)n(-c3ccccc3)c2=O)c(=O)n(-c2ccccc2)n1C	9	-0.1	i
COC(=O)NN=C1CCC(c2ccccc2)CC1 (stereo not drawn)	.	-0.3	i
COc1ccccc1C(=O)Nc1ccc(N2CCN(S(C)(=O)=O)CC2)cc1	20	-0.7	i
NCC(=O)Nc1ccc(Br)cc1	4	-0.6	i
CC1CCCN(CCCNC(=O)CCn2nc(-c3ccccc3)ccc2=O)C1 (stereo not drawn)	12	.	i
CCn1cc(C(=O)O)c(=O)c2cc(F)c(N3CCN(C(=O)Nc4ccccc4)CC3)cc21	17	1.0	i
Cc1ccc(S(=O)(=O)N2CCN(C(=O)COC(=O)/C=C/c3ccc(F)cc3)CC2)c(C)c1	17	-0.7	i
O=C(Nc1ccc2oc(=O)ccc2c1)c1cc([N+](=O)[O-])ccc1N1CCOCC1	19	-1.7	i
O=C(/C=C/c1ccc(F)cc1)NCCNC(=O)/C=C/c1ccc(F)cc1	9	-1.7	i
CC(C)OCCCNC(=O)C(Cc1ccccc1)NS(=O)(=O)c1ccc2c(c1)CCC(=O)N2 (stereo not drawn)	20	-2.0	i
O=C(Nc1ccc2c(c1)OCO2)c1ccc(Cl)s1	15	0.2	i
Cn1c(-c2ccccc2)c(/C=N/NC(=O)c2cccnc2)c2ccccc21	19	0.2	i
Cc1ccc(Cn2c(=N)n(CC(O)COc3ccccc3)c3ccccc32)cc1 (stereo not drawn)	-7	2.4	i
Cc1ccc(NC(=O)CSCC(=O)Nc2nnc(C)s2)cc1	20	-1.1	i
O=C(COC(=O)c1ccco1)NCc1cccs1	9	-0.9	i
COc1cccc(/C=N/NC(=O)CSc2ccccc2C)c1O	22	.	i
CCn1nc(NS(=O)(=O)c2ccccc2[N+](=O)[O-])c2cc3ccc(C)cc3nc21	18	1.5	i
O=C(COC(=O)c1ccc[n+]([O-])c1)Nc1ccc([N+](=O)[O-])cc1Cl	30	-1.7	.
COC(=O)C1=C(C)NC(C)=C(C(=O)OC)C1C(=O)OCC(=O)Nc1ccc(C(C)=O)cc1	15	-1.0	i
Cc1nc(N2CCCCC2)c2c(C)c(C(=O)Nc3cccc(C(F)(F)F)c3)sc2n1	22	-2.2	i
CC1(C)NC(=O)N(CC(O)COc2ccc(N3C(=O)c4ccccc4C3=O)cc2)C1=O (stereo not drawn)	70	0.2	i
Cc1ccc(NC(=O)c2cc(S(=O)(=O)N3CCCCC3)c[nH]2)cc1F	20	0.9	i
CCC1c2ccc(C)n2CCN1C(=O)Nc1ccccc1OC (stereo not drawn)	32	4.1	i
CCc1nc(N2CCN(C(=O)CCl)CC2)c2c3c(sc2n1)CC(C)CC3 (stereo not drawn)	6	0.0	i
Cc1ccc(SCCNC(=O)c2ccc(C)c(S(=O)(=O)Nc3ccccc3C)c2)cc1	48*	-0.9	i
CCOC(=O)c1cccc(OC(=O)CCNC(=O)c2ccc(Cl)cc2)c1	8	0.1	.
COc1ccc(N2CCN(C(=O)NC3CC(=O)N(c4ccc(OC)cc4)C3)CC2)cc1 (stereo not drawn)	6	-1.0	i
COc1ccc(Cl)cc1NC(=O)CCc1nnc2ccc(N3CCN(C)CC3)nn12	4	-1.0	i
COc1ccc(N(CC(C)C)S(=O)(=O)c2nnc(NC(=O)CC(C)C)s2)cc1	.	-0.8	i
Cc1nn(CC(=O)N(C)c2c(N)n(Cc3ccccc3)c(=O)[nH]c2=O)c(C)c1[N+](=O)[O-]	1	0.1	.
Cc1ccc(CNC(=O)/C=C/c2ccc(S(=O)(=O)N3CCOCC3)cc2)cc1	13	-1.0	i
CC(C)N(C)S(=O)(=O)c1ccc(Cl)c(C(=O)O)c1	14	-0.5	i
O=C(CN(c1cccc([N+](=O)[O-])c1)S(=O)(=O)c1ccccc1)NCc1cccnc1	8	-1.0	i
Cc1cccc(NC(=O)CCCn2c(=S)[nH]c3ccccc3c2=O)c1	33	-0.1	i
Cc1cccc(/C=N/Nc2ccc3ccccc3n2)c1	22	.	i
COC(CNC(=O)c1ccc(CS(=O)(=O)c2ccccc2)o1)OC	5	0.1	i
CCCc1nn2c(=O)cc(CSCC(=O)Nc3cccc(C)c3)nc2s1	17	1.3	i
CCSc1nnc(NC(=O)[C@@H](NC(=O)c2ccccc2)C(C)C)s1	14	3.5	i
C/C(=N\NC(=O)c1cc(C(C)(C)C)[nH]n1)C12CC3CC(CC(C3)C1)C2	7	-0.2	i
CC(OC(=O)c1cc(S(=O)(=O)N(C)c2ccccc2)ccc1Cl)C(=O)Nc1ccc2c(c1)OCCO2 (stereo not drawn)	46*	-0.2	i

Carrying on:
SMILES	OX1R FRET antag	STK33 kinase inh	KCNQ2 inh
COc1ccc2nc(NC(=O)C3CCCN(S(=O)(=O)c4cccc5nsnc45)C3)sc2c1 (stereo not drawn)	31	-2.9	i
O=C(COC(=O)c1cccs1)NC1CCCCC1	15	-0.5	i
Cc1ccc(-n2c(C)cc3c2CC(C)(C)CC3=O)cc1C	12	0.8	i
O=C(COC(=O)c1ccc(O)cc1O)N=c1sccn1Cc1ccccc1Cl	22	6.2	i
Cc1cc(NC(=O)C2CC2)ncc1NC(=O)c1ccccn1	2	-0.2	i
COc1ccc(N2CCN(c3ccc(N4C(=O)CC(C)C4=O)cc3[N+](=O)[O-])CC2)cc1 (stereo not drawn)	13	-6.1	i
COc1ccc(CCN=CC2=C(O)CCCC2=O)cc1OC	16	-0.1	i
C=CCn1c(SCC(=O)Nc2nnc(C)s2)nnc1-c1cccnc1	31	-2.0	i
Cc1cccc(C(=O)N[C@H](C(=O)OCC(=O)NC(=O)c2cccn2C)C(C)C)c1	20	-2.3	i
C/C(CC(=O)Nc1ccc([N+](=O)[O-])cc1)=N/NC(=O)C1CC12CCC2 (stereo not drawn)	11	0.1	i
CC(NC(=O)C(Cc1ccccc1)N1C(=O)C2C3CCC(C3)C2C1=O)c1ccccc1 (stereo not drawn)	30	0.0	i
Cc1cccc(NC(=O)CSc2nsc(SCC(=O)Nc3cccc(C)c3)c2C#N)c1	13	-2.5	i
Cc1ccc(NC(=O)Cc2ccc(-n3cccc3)cc2)c(C)c1	20	2.5	i
CCOc1ccccc1C(=O)OCC(=O)Nc1ncc(C(F)(F)F)cc1Cl	18	-1.5	i
COc1ccc(Oc2ccc(/C=C/C(=O)c3ccc(O)cc3)cc2[N+](=O)[O-])cc1	43	0.5	i
CNc1cc(=O)n(C)c(=O)n1-c1ccccc1	0	0.0	i
COc1ccc(-c2csc(N(CCCN(C)C)C(=O)c3ccc(C(C)(C)C)cc3)n2)cc1	-1	-0.1	i
Cc1ccc(/C=C/C(=O)Nc2ccc([N+](=O)[O-])c(NC(=O)/C=C/c3ccc(C)o3)c2)o1	13	-0.5	i
Cc1ccc(N(C(=O)c2snc(C(N)=O)c2N)C(CC(C)C)C(=O)NC2CCCC2)cc1 (stereo not drawn)	3	0.4	i
Cc1noc(C)c1COC(=O)c1ccc2c(c1)S(=O)(=O)c1ccccc1C2=O	111*	3.3	i
COc1ccc(N(C(=O)CNC(=O)c2ccco2)C(C(=O)NC2CCCC2)c2ccco2)cc1 (stereo not drawn)	23	-0.5	i
Cc1c(NC(=O)/C(C#N)=C/C2CC=CCC2)c(=O)n(-c2ccccc2)n1C (stereo not drawn)	14	0.2	i
O=C(OC(c1ccc(NS(=O)(=O)c2ccccc2)cc1)(C(F)(F)F)C(F)(F)F)c1ccccc1	10	-0.4	i
CCC(C)(C)n1nnnc1C(c1ccc(F)cc1)N1CCN(C(=O)c2ccco2)CC1 (stereo not drawn)	15	-0.7	i
O=C(c1ccccc1)N1CC(COc2ccccc2)OC(c2ccco2)O1 (stereo not drawn)	11	0.0	i
NS(=O)(=O)c1ccc(NC(=S)NC2CCCC2)cc1	11	-0.9	i
O=c1[nH]cnc2ccc([N+](=O)[O-])cc12	52*	1.4	i
CCOC(=O)c1cnn(-c2ccccc2)c1-c1ccccc1	16	-1.0	i
Cn1cc(CCNC(=O)CC2C(=O)NCCN2CC(c2ccccc2)c2ccccc2)cn1 (stereo not drawn)	3	-0.1	i
COc1ccc(S(=O)(=O)N2CCC(C(=O)N(CC(C)C)C3CCS(=O)(=O)C3)CC2)cc1OC (stereo not drawn)	10	-2.2	i
S=c1[nH]nc(-c2ccco2)n1/N=C/c1c(Cl)cccc1Cl	4	-1.2	i
O=C(C1CCC1)N1CCN(c2ccccc2)CC1	0	-0.9	i
Cn1c(=O)c2c(nc(N3CCN(Cc4ccccc4)CC3)n2CC(=O)c2ccccc2)n(C)c1=O	11	0.2	i
CCN(CCNC(=O)C1CCN(Cc2nc(-c3cccc(Cl)c3)oc2C)CC1)c1ccccc1	10	-0.1	-12*
CCOc1ccc(-n2c(O)c(/C=N/c3ccnn3Cc3ccncc3)c3ccccc3c2=O)cc1	20	-0.2	i
CCC(Oc1ccccc1C)C(=O)Nc1ccc(S(=O)(=O)Nc2cc(C)on2)cc1 (stereo not drawn)	13	-1.2	i
COc1ccc(C(CC(=O)O)NC(=O)c2sc3ccccc3c2Cl)cc1 (stereo not drawn)	4	-0.2	i
COc1ccc(-c2noc(-c3ccccc3C(=O)NCc3ccco3)n2)cc1OC	16	4.8	i
COc1ccc(/C=C2\SC(=O)N(CC(=O)Nc3cccc(C)c3)C2=O)cc1O	4	-0.7	i
COc1ccc(-c2csc3ncnc(N4CCN(c5ccccc5)CC4)c23)cc1	6	-0.3	i
COc1ccccc1-n1nnnc1SCC(=O)NC1CC1	14	-0.3	i
CC(C)C(=O)Nc1ccc(Sc2ccc(F)cc2)cc1	16	0.2	i

Arranged by value in OX1R FRET antag (smallest number first): 5 of the compounds above.
SMILES	OX1R FRET antag	STK33 kinase inh	KCNQ2 inh
O=C1CCCN1CCCNS(=O)(=O)c1ccc(F)c(F)c1	3	-0.4	i
COc1ccc(Cl)cc1NC(=O)CCc1nnc2ccc(N3CCN(C)CC3)nn12	4	-1.0	i
C/C(=N\NC(=O)c1cc(C(C)(C)C)[nH]n1)C12CC3CC(CC(C3)C1)C2	7	-0.2	i
Cc1ccc(Cl)cc1OCC(=O)NCCOC(=O)Nc1sc(=S)n(C)c1C	17	-0.5	i
Cc1ccc(NC(=O)Cc2ccc(-n3cccc3)cc2)c(C)c1	20	2.5	i

Profiles as entered above.
Cc1ccc(Cl)cc1OCC(=O)NCCOC(=O)Nc1sc(=S)n(C)c1C as listed: OX1R FRET antag: 17; STK33 kinase inh: -0.5; KCNQ2 inh: i
CCC(Oc1ccccc1C)C(=O)Nc1ccc(S(=O)(=O)Nc2cc(C)on2)cc1 (stereo not drawn) as listed: OX1R FRET antag: 13; STK33 kinase inh: -1.2; KCNQ2 inh: i
COc1ccc(C(CC(=O)O)NC(=O)c2sc3ccccc3c2Cl)cc1 (stereo not drawn) as listed: OX1R FRET antag: 4; STK33 kinase inh: -0.2; KCNQ2 inh: i

Screening results: PubChem BioAssay, several laboratories

Compounds were not picked by outcome; any-hit rate near 2.7%.
